Screens as filed in PubChem BioAssay.
rTrxR1 inhibitor – inhibitors of rat thioredoxin reductase 1; O89049; recombinant rTrxR1, NADPH fluorescence consumption, selenite substrate; Potency, µM (doses to about 114 µM), for inactives: at the highest dose activity change, negative = inhibition, most hits filed as inhibitors; actives 1% (n = 390,000); AID 588453; also: potency is read from the fitted curve at half-maximal effect; % is scaled to controls: 0 for no effect and ±100 for the full control effect; nearly all actives have a fitted effect of over 65% in size
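Rat TrxR1 (90 nM in the dispensed reagent) was pre-reduced with 400 uM NADPH for 5 min at room temperature, then incubated with compound for 15 min. After 400 uM selenite was added, NADPH fluorescence (Ex 340/Em 450 nm) was followed for 8 min.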
TrxR1 substrate – rat thioredoxin reductase 1 substrate activity | Potency, µM (titrated, usually from 114 µM), for the others: at the top dose activity change, negative = substrate turnover | actives 0.01% (n = 390,000) | purified TrxR1 substrate turnover, NADPH consumption readout | O89049; also: potency is read from the fitted curve at half-maximal effect; % is scaled to controls: 0 for no effect and ±100 for the full control effect; nearly all actives have a fitted effect of over 50% in size
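Rat TrxR1, dispensed at 90 nM, was prereduced with 400 uM NADPH (final) for 5 min at ~22 deg C, then incubated with compound 15 min before 400 uM selenite. A first-read NADPH fluorescence drop versus no-compound background flagged substrates.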
Pin1 inhibitor – human Pin1 inhibition; Potency, µM (series often up to 115 µM), for the others: at the top dose activity, negative = inhibition, usual class: inhibitors; actives 0.009% (n = 390,000); AID 504891; Pin1 FP peptide displacement, HiFluor488, 10 min; active = well fitted inhibition curve with a large enough effect in the polarisation, with a control signal flat, not every such curve was filed as active; inconclusive = small, poorly fitted or top-dose-only effect, or effect the other way, or a change in a side signal; inactive = no such curve, though single readings can be large or run the other way; the % refers to the polarisation; also: potency is read from the fitted curve at half-maximal effect; % is scaled to controls: 0 for no effect and ±100 for the full control effect
IDH1 R132H inh – human IDH1 R132H inhibition; Potency, µM (top dose mostly 76.6 µM), without a hit: at the top dose activity change, negative = inhibition, actives largely listed as inhibitors; actives 0.093% (n = 390,000); IDH1-R132H enzyme, NADPH consumption, diaphorase/resazurin fluorescence; O75874; also: potency is read from the fitted curve at half-maximal effect; % is scaled to controls: 0 for no effect and ±100 for the full control effect; nearly all actives have a fitted effect of over 65% in size
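IDH1-R132H (0.5 ug/mL) preincubated 30 min with compound, then NADPH (0.016 mM) and alpha-KG (2 mM) added; 80 min at RT, pH 7.5. Remaining NADPH coupled via diaphorase/resazurin to fluorescence (540/590 nm); concentration-response curves normalized to no-enzyme control.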
USP1-UAF1 inh – USP1/UAF1 (human) deubiquitinase inhibition; O94782; recombinant USP1/UAF1, Ub-Rhodamine cleavage fluorescence; Potency, µM (series often up to 57.1 µM), inactives show at the top dose activity change, negative = inhibition, hits mostly inhibitors; actives 0.23% (n = 390,000); also: potency is read from the fitted curve at half-maximal effect; % is scaled to controls: 0 for no effect and ±100 for the full control effect; nearly all actives have a fitted effect of over 60% in size; inactives centre near -12
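Step one: compound is pinned into 1nM USP1/UAF1 in HEPES pH 7.8 buffer with TCEP. Step two: 15 min room-temperature incubation. Step three: Ub-Rho (150nM final) starts cleavage, tracked by fluorescence over six one-minute reads.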
Tb PGK inh – T. brucei PGK inhibition | PGK/GAPDH coupled, Kinase-Glo luminescence, 60 min | Potency, µM (highest dose often 57.5 µM), without a hit: top-dose activity change, negative = inhibition, actives largely listed as inhibitors | P07378 | actives 0.043% (n = 380,000) | AID 602233; also: potency is read from the fitted curve at half-maximal effect; % is scaled to controls: 0 for no effect and ±100 for the full control effect; nearly all actives have a fitted effect of over 60% in size
Target sequence (P07378 whole entry, looked up): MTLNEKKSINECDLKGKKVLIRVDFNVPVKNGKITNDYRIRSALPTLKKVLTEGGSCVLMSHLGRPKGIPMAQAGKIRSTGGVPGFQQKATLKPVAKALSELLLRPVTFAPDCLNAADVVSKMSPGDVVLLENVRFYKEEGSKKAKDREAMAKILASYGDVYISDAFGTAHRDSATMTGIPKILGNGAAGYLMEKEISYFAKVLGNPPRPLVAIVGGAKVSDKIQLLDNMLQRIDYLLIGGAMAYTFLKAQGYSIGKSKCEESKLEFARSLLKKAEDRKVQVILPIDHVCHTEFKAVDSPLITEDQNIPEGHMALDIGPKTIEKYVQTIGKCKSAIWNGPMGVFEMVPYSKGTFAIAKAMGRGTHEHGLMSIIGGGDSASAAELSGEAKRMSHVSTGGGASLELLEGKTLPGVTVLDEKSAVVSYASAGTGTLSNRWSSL
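Recombinant glycosomal PGK reaction used 1,3-bisphosphoglycerate generated in-well by GAPDH (100nM final) in 100mM TEA pH 7.6, 5mM MgCl2, 0.01% Tween-20. After 60 minutes at room temperature, ATP was read by Kinase-Glo Plus luminescence end-point.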
GLS inh – blocks human kidney-isoform glutaminase activity; O94925; GLS enzymatic activity, qHTS titration; Potency, µM (highest dose often 45.5 µM), inactives show top-dose activity change, negative = inhibition, usual class: inhibitors; actives 0.21% (n = 410,000); also: potency is read from the fitted curve at half-maximal effect; % is scaled to controls: 0 for no effect and ±100 for the full control effect
Target sequence (O94925 whole entry, looked up, canonical isoform): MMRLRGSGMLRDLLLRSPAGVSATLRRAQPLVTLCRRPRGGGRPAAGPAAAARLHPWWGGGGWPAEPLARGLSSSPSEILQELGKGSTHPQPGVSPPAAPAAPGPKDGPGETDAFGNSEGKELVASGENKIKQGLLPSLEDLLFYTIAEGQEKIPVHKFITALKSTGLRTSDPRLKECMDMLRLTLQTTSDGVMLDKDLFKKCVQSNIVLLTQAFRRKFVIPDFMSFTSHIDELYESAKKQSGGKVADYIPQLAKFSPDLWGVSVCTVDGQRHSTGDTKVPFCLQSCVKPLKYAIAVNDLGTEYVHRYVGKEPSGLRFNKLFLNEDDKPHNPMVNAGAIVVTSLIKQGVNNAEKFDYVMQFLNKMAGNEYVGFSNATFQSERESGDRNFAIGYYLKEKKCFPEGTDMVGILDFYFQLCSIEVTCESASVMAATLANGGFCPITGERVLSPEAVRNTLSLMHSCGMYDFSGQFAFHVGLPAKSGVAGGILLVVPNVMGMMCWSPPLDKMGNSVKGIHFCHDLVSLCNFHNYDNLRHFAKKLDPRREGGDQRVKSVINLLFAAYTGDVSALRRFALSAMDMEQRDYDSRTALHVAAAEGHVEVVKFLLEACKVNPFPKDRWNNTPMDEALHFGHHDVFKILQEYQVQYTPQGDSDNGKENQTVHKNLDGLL
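Coupled fluorescence readout: glutamate oxidase/HRP/Amplex Red detect glutamate formed by hKGA from L-glutamine (1 mM solution added). Buffer 45 mM KH2PO4 pH 8.2, 0.02% Tween-20; reads at t0 and 30 min RT.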
PI4K2A block – PI4K2A (human) kinase inhibition; activity change, negative = inhibition, % at 76.9 µM; purified PI4K2A, ADP-Glo luminescence, 1 h; hits give low values; actives 0.13% (n = 420,000); Q9BTU6; AID 1346378; in the data active = activity change below about -50%; inconclusive = mostly about -30% to -49%;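 also: -100% = wells without enzyme as full effect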
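Compounds are screened against recombinant PI4K2A using PI as substrate and ATP, the latter dispensed at 300 microM. Reactions run one hour at ambient temperature before ADP-Glo detection; full inhibition defined by wells lacking enzyme.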
HP1b binding inh – HP1-beta chromodomain-methylated histone interaction inhibition; P83916; Potency, µM (titrated, usually from 114 µM), without a hit: at the highest dose activity change, negative = inhibition, usual class: inhibitors; actives 0.56% (n = 390,000); AlphaScreen HP1-beta / biotin-H3K9me3 peptide binding; also: potency is read from the fitted curve at half-maximal effect; nearly all actives have a fitted effect of over 70% in size; inactives centre near 23
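HP1-beta protein (50 nM final) preincubated 30 min at room temperature with biotinylated H3(1-18)K9me3 peptide (50 nM) in PBS pH 7.4, 0.01% Tween-20, then compound added for 30 min. AlphaScreen streptavidin donor/nickel chelate acceptor beads (10 ug/mL final), 30 min dark, luminescence read.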
An asterisk follows results filed as active; i = inactive; u = inconclusive; x = not tested or not shown; [ ] = remark or other dose. Unless noted, calls follow the shape of the dose curve; as a rule, active = well fitted curve in the direction sought with a large enough effect; inconclusive = small, poorly fitted or top-dose-only effect, or another doubt; inactive = no such curve, though single readings can be large; an effect the other way counts as inactive or inconclusive.

SMILES	rTrxR1 inhibitor	TrxR1 substrate	Pin1 inhibitor	IDH1 R132H inh	USP1-UAF1 inh	Tb PGK inh	GLS inh	PI4K2A block	HP1b binding inh
CCOc1ccc(NC(=O)c2ccc(NC(=S)NC3CC3)cc2)cc1	0%[57.1 µM]	9%[57.1 µM]	-2%	5%	u	-3%	7%	-3	26%
CCn1cnnc1SCC(=O)Nc1ccccc1C(=O)NC1CC1	8%	-1%	2%	1%	-15%	-4%	-6%	-2	19%
O=C(COc1ccc(Cl)cc1Cl)N/N=C/c1ccccn1	2%	-1%	1%	9%	-15%	0%	-1%	-1	51%[activator]
CCCc1[nH]nc2c1C(c1c(C)nn(-c3ccccc3)c1Cl)C(C#N)=C(N)O2 (stereo unspecified)	-14%	-2%	u	-1%	-6%	1%	17%	6	20%
C#CCOC(=O)C[N+](C)(C)CC=C	10%[11.4 µM]	7%[11.4 µM]	-4%	-2%	1%	5%	0%	-3	9%
Cc1ccc(S(=O)(=O)Nc2nnc(CC(C)(C)C)s2)cc1	39%[activator]	4%	2%	9%	-9%	-4%	2%	-3	-5%
Cc1cccc(C(=O)OCC(=O)N2CC(C)OC(C)C2)c1C (stereo unspecified)	-3%	-4%	2%	-6%	2%	2%	0%	3	20%
Cc1cccc(C(=O)NCC(c2cccs2)N2CCOCC2)c1 (stereo unspecified)	10%	5%	0%	13%	-14%	i	-9%	0	18%
Cc1ccc(S(=O)(=O)N(C)C[C@@H]2OCc3cnnn3CCCC(=O)N([C@H](C)CO)C[C@H]2C)cc1	x	x	x	3%	0%	2%	2%	-1	x
Cc1ccccc1CSc1nnc(-c2cccnc2)n1N	19%	0%[57.1 µM]	-3%	10%	-26%	-5%	1%	0	18%
CCOCc1cc(CN2CCN(c3ccccc3OC)CC2)c(O)c2ncccc12	-12%	4%	-4%	x	-3%	x	9%	-3	32%
Cn1nnnc1SCC(=O)NNC(=O)c1ccc(Br)cc1	24%[57.1 µM]	4%[57.1 µM]	0%	16%	-16%	-3%	-13%	-1	23%
COCCC(=O)N1CCC(Oc2ccc(C(=O)NC3CCOC(C)(C)C3)cc2)CC1 (stereo unspecified)	21%	2%	-2%	0%	-8%	i	-9%	7	24%
O=C(Nc1ccc(Cl)c(Cl)c1)N(CCCN1CCOCC1)Cc1cccs1	30%	0%	0%	-8%	-22%	-3%	5%	0	27%
O=C(Nc1ccc2c(c1)C(=O)NC2=O)c1cccc(Cl)c1	6%	10%	3%	10%	-7%	-10%	-3%	-12	29%
COc1ccc(NC(=O)/C(=C\c2ccc(F)cc2)NC(=O)c2ccco2)cc1	3%	-5%	-1%	-1%	u	-5%	0%	3	2%
CC(Cc1ccccc1)NC(=O)CCCN1C(=O)c2ccccc2C1=O (stereo unspecified)	16%	8%	-8%	7%	-10%	-2%	-7%	8	33%
Cc1ccccc1N1CCN(Cc2nc(Cc3ccccc3F)no2)CC1	9%	-4%	-3%	1%	-14%	i	0%	2	115%[activator]
Cc1ccc(S(=O)(=O)NNC(=O)c2sc(=S)n(C)c2C)cc1	-16%	-12%	-3%	8%	-14%	-5%	31%[activator]	2	29%
COc1ccc2oc(=O)c(C(=O)Nc3cccc(C)c3)cc2c1	13%	3%	-4%	1%	-11%	4%	1%	-20	18%
CNC(=O)c1c(NC(=O)c2nc(SCc3ccc(C)cc3)ncc2Cl)sc2c1CCCC2	13%	0%	-2%	50%[activator]	-4%	9%	16%	0	16%
Cc1ccc(C(=O)NCC(=O)Nc2ccc(C)c(S(=O)(=O)Nc3ccc(Cl)cc3)c2)s1	38%[activator][57.1 µM]	-16%[57.1 µM]	u	-3%	-17%	-1%	-2%	2	6%
CC(C)CN1C(=O)C(=O)N(CC(=O)NCc2ccc3c(c2)OCO3)C1=O	12%	3%	3%	-1%	8%	-1%	3%	-3	30%
COc1ccc(C(=O)Nc2nc(C)cs2)cc1S(=O)(=O)N1CCCC1	13%[57.1 µM]	-1%[57.1 µM]	5%	-8%	-1%	-15%	6%	-4	-16%
COc1ccc(-c2noc(CNS(=O)(=O)c3ccc(NC(C)=O)cc3)n2)cc1OC	24%[57.1 µM]	6%[57.1 µM]	1%	-9%	-7%	-4%	1%	-2	27%
CCCCCC(=O)Nc1c2c(nc3ccccc13)CCC2	31%	7%	-11%	-4%	-21%	-4%	2%	-2	20%
NC(=O)CSc1ccc(S(=O)(=O)N2CCOCC2)cn1	15%	6%	u	-9%	-26%	-9%	-3%	2	39%
COc1ccc(NC(=O)Cn2c(=O)n(CCC(=O)NCCc3ccc(OC)c(OC)c3)c(=O)c3ccccc32)cc1Cl	10%	4%	-3%	-6%	-19%	i	0%	3	30%
Cc1[nH]c2ccccc2c1C(=O)C(=O)N1CCN(c2ccccc2)CC1	-12%	-11%	2%	9%	-23%	-3%	-6%	2	1%
CC(=O)Oc1ccc(C(=O)Nc2ccccc2C(=O)N2CCCC2)cc1	-10%	-9%	2%	0%	-2%	1%	11%	-1	12%

Quoted at random: 4 records from the list
SMILES	rTrxR1 inhibitor	TrxR1 substrate	Pin1 inhibitor	IDH1 R132H inh	USP1-UAF1 inh	Tb PGK inh	GLS inh	PI4K2A block	HP1b binding inh
COc1ccc(NC(=O)Cn2c(=O)n(CCC(=O)NCCc3ccc(OC)c(OC)c3)c(=O)c3ccccc32)cc1Cl	10%	4%	-3%	-6%	-19%	i	0%	3	30%
CC(=O)Oc1ccc(C(=O)Nc2ccccc2C(=O)N2CCCC2)cc1	-10%	-9%	2%	0%	-2%	1%	11%	-1	12%
COc1ccc(C(=O)Nc2nc(C)cs2)cc1S(=O)(=O)N1CCCC1	13%[57.1 µM]	-1%[57.1 µM]	5%	-8%	-1%	-15%	6%	-4	-16%
NC(=O)CSc1ccc(S(=O)(=O)N2CCOCC2)cn1	15%	6%	u	-9%	-26%	-9%	-3%	2	39%

(listing goes on)
SMILES	rTrxR1 inhibitor	TrxR1 substrate	Pin1 inhibitor	IDH1 R132H inh	USP1-UAF1 inh	Tb PGK inh	GLS inh	PI4K2A block	HP1b binding inh
O=C(Cc1cccs1)N/N=C/C=C\c1ccccc1[N+](=O)[O-]	25%[57.1 µM]	9%[57.1 µM]	-1%	4%	-18%	3%	1%	0	2%
O=C(NC(=S)Nc1ccc(S(=O)(=O)Nc2nccs2)cc1)c1ccc(F)cc1	22µM*	-3%	4%	0%	-8%	-1%	20%	5	-24%
COc1ccc(OC)c(/C=N/NC(=O)CSc2nnc(C)n2-c2ccccc2)c1	5%	16%	7%	0%	3%	4%	9%	10	6%
COc1cc(/C=C/C(=O)OCC(=O)NC2CC2)cc(OC)c1OC	44%[activator]	29%	-1%	-4%	-13%	-4%	2%	-6	14%
COc1ccccc1N1CCN(C(=O)CSc2ncccc2-c2nc3ccccc3[nH]2)CC1	-4%	10%	22%	5%	-14%	i	15%	5	39%
CC(C)(C)OC(=O)NCCCCCc1nnc(SCc2cccc(F)c2)o1	16%	0%	4%	10%	-19%	i	-13%	-2	71%[activator]
COc1ccc(C(=O)NCC(=O)N2CCC(C)CC2)cc1OC	5%	-1%	-6%	7%	-8%	-4%	3%	6	15%
COC(=O)Cc1c(C(=O)OC)nnn1-c1ccc(OC(F)(F)F)cc1	28%	-1%	5%	9%	-7%	-1%	-6%	0	30%
Nc1nc(-c2ccc(-c3ccccc3)cc2)cs1	14%[57.1 µM]	7%[57.1 µM]	1%	0%	-26%	-4%	6%	-2	-8%
CN(Cc1nc2ccccc2c(=O)[nH]1)c1ccccc1	11%	-1%	0%	2%	-23%	1%	23%	-3	-9%
CN(C)CCNC(=O)c1cccc(NS(=O)(=O)c2ccc(Cl)c(Cl)c2)c1	15%	-1%	0%	-8%	2%	4%	22%	-5	13%
Cc1nc2nc(C)c(NS(=O)(=O)c3cccs3)c(=O)n2[nH]1	23%	7%	-2%	0%	-14%	-5%	72%[activator]	1	33%
COc1ccc(-c2cc(C(=O)N(C)CC(=O)Nc3ccccc3Cl)c3ccccc3n2)cc1OC	86%[activator]	50%[activator]	0%	1%	-15%	6%	-3%	0	27%
c1ccc(CNc2ccc(CNc3ncn[nH]3)cc2)cc1	9%	3%	1%	6%	-13%	i	15%	-3	10%
O=C(O)c1ccc2c(c1)C(=O)N(N1C(=O)c3ccccc3C1=O)C2=O	-7%	-11%	-1%	4%	-11%	-7%	26%	2	23%

Single entries from the results shown.
Under IDH1 R132H inh, `CC(C)(C)OC(=O)NCCCCCc1nnc(SCc2cccc(F)c2)o1` shows 10%
Under PI4K2A block, `COc1ccccc1N1CCN(C(=O)CSc2ncccc2-c2nc3ccccc3[nH]2)CC1` shows 5
Under rTrxR1 inhibitor, `c1ccc(CNc2ccc(CNc3ncn[nH]3)cc2)cc1` shows 9%
Under Pin1 inhibitor, `O=C(O)c1ccc2c(c1)C(=O)N(N1C(=O)c3ccccc3C1=O)C2=O` shows -1%
Under USP1-UAF1 inh, `CN(Cc1nc2ccccc2c(=O)[nH]1)c1ccccc1` shows -23%
Under IDH1 R132H inh, `O=C(Cc1cccs1)N/N=C/C=C\c1ccccc1[N+](=O)[O-]` shows 4%

This is a subset. The share of hits here may be higher or lower than overall.
